# IMPase inh: membrane-permeable compound that blocks inositol monophosphatase. P97697. CHO-M1 cells, IP1 accumulation, HTRF TR-FRET ratio. inhibition (IP1 accumulation), % at 46.1 µM. 120,000 tested, under 10 active. AID 901; active means well fitted curve in the direction sought with a large enough effect in the signal ratio, not every such curve was filed as active; inconclusive means small, poorly fitted or top-dose-only effect, or a change in a side signal; inactive means no such curve, though single readings can be large or run the other way; the % refers to the signal ratio;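 further: cells stimulated with carbachol in lithium chloride buffer; plate controls were DMSO basal wells for no effect and reference inhibitor wells for full effect; higher means more IMPase inhibition seen as more IP1 and lower FRET ratio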
# Target sequence (P97697 whole entry, looked up): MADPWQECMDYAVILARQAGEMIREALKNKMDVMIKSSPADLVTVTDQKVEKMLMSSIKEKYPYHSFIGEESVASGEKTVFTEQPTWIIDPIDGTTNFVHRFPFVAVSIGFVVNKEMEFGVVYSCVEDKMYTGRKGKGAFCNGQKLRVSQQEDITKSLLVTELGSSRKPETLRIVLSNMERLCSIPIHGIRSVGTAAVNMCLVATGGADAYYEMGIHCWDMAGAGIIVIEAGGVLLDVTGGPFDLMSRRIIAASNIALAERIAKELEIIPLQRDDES
#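 Measured: the HTRF emission ratio (665/620 nm) plus the 620 nm donor channel, each fitted to the Hill equation to give AC50. Cells were CHO-M1 given compounds up to 46 uM and a 30 min carbachol stimulation at 37C.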
# PNC inhibitor: perinucleolar compartment assembly inhibition; PC3M PTB-GFP, PNC prevalence imaging, 16 h; active compounds read low; activity change (PNC), negative = inhibition, % at 10 µM; 3.1% of 140,000 active; AID 2417;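 active means readout at or below -70, meaning at least 70% loss of cells showing the perinucleolar compartment, a nuclear body marking cancer cells; inconclusive means readout between -30 and a set limit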;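 further: plate controls were DMSO wells for no effect and camptothecin positive control wells for full effect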
#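 PC3M cells stably expressing PTB-GFP, 750–1000 cells/well, treated 16 h at 37 °C with compound (23 nl of library stock), in duplicate. After paraformaldehyde fixation and Hoechst stain, imaged at 20x; PNC prevalence scored by image analysis.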
# 15-hLO-2 inh: inhibitors of human 15-lipoxygenase 2 (ALOX15B) | AID 881 | 0.56% of 110,000 active | O15296 | purified 15hLO-2, xylenol orange hydroperoxide absorbance | Potency, µM (titrated, usually from 57.1 µM), without a hit: at the top dose activity change, negative = inhibition, usual class: inhibitors; further: potency means the concentration at half of the fitted maximal effect; nearly all actives have a fitted effect of over 60% in size; many of its hits are not listed in these tables
#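 Purified human 15hLO-2 (50 nM) preincubated 15 min with compound, then 45 uM arachidonic acid for 90 min at RT in 25 mM Hepes pH 7.5, 0.01% Triton X-100. Hydroperoxide detected by Fe-xylenol orange; 573/405 nm absorbance ratio.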
# ALOX12 inhib: 12-hLO (ALOX12) enzyme inhibition; 0.12% of 150,000 active; Potency, µM (series often up to 57.1 µM), for inactives: top-dose activity change, negative = inhibition, hits mostly inhibitors; purified 12-hLO, xylenol orange hydroperoxide absorbance; P18054; further: potency means the concentration at half of the fitted maximal effect; nearly all actives have a fitted effect of over 55% in size; many of its hits are not listed in these tables
# Target sequence (P18054 whole entry, looked up): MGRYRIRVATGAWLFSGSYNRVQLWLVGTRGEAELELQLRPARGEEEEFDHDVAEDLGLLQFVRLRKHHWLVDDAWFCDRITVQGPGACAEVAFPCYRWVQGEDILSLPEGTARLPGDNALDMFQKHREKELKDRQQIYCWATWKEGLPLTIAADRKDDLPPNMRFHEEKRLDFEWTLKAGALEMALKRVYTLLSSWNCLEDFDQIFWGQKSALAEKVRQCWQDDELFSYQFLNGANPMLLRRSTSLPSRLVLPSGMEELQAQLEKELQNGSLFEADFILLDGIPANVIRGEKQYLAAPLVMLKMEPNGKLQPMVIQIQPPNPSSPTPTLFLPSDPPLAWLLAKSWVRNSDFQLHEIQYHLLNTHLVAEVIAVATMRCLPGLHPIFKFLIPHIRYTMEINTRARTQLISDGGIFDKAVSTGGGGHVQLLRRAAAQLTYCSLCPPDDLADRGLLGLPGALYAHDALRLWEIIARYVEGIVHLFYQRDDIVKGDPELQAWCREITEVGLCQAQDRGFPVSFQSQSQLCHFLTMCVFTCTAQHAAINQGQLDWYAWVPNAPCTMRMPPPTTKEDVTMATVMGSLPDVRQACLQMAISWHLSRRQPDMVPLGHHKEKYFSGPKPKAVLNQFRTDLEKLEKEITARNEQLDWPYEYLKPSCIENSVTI
#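 Purified human 12hLO (150 nM), preincubated 15 min with compound, then 40 uM arachidonic acid for 30 min, room temperature, Hepes pH 7.0 with 0.01% Triton X-100. Hydroperoxide detected by ferrous iron/xylenol orange; 573/405 nm absorbance ratio gives reaction progress.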
# Active calls of the source: *; ? = inconclusive; · = no result given; [ ] = remark or other dose. Unless noted, the call rests on the fitted dose curve; in most records, active means well fitted curve in the direction sought with a large enough effect; inconclusive means small, poorly fitted or top-dose-only effect, or another doubt; inactive means no such curve, though single readings can be large; an effect the other way counts as inactive or inconclusive. Unless noted, on the % scale 0 is the no-effect control and ±100 the full control effect. These rows are one share of the data; count on the stated rates, not on these rows.
# Screens in order: IMPase inh	PNC inhibitor	15-hLO-2 inh	ALOX12 inhib
O=C(Cc1ccc(Cl)cc1)Nc1ccc2oc(-c3ccncc3)nc2c1
 : 5	12	-8%	5%
CCc1cc2c(=O)c(-c3cnn(-c4ccccc4)c3)c(C)oc2cc1OCC(=O)Nc1ccc(F)c(F)c1
 : ·	?	·	-3%
CC(=O)c1sc2nc(=O)c(C)nn2c1C
 : 3	-22	17%	-4%
O=C1OC(/C=C/c2ccc(Cl)cc2)=NC/1=C/c1ccco1
 : ·	-30	·	3%
S=C(Nc1ccccc1)c1ccccn1
 : 7	4	0%	3%
CC1CN(C(=O)c2ccc3c(c2)OCO3)OC(c2ccccc2)O1 (stereo not drawn)
 : 1	-16	-18%	-6%
CCn1cc(C(=O)NCCCN(C)c2ccccc2)c(=O)c2cc(S(=O)(=O)N(C)C)ccc21
 : 4	-15	-3%	-2%
Cc1nc(-c2c(-c3ccc(O)cc3O)noc2C(F)(F)F)cs1
 : ?	-1	0%	-3%
CCCCNC(=S)Nc1cccc2cnccc12
 : -4	31	·	1%
CC(=O)Nc1ccc(NC(=O)c2ccccc2CC[N+](=O)[O-])cc1
 : 1	19	1%	-5%
COc1ccc(NC(=O)c2c(NC(=O)CNCc3ccco3)sc3c2CCC3)cc1
 : 13	-9	42%[activator]	-11%
CCC1C(=O)N=C(SCC(=O)Nc2ccccc2)NC1=O (stereo not drawn)
 : -5	312	·	3%
Cc1ccc(S(=O)(=O)N(C)C)cc1NC(=S)NC1CCCC(C)C1C (stereo not drawn)
 : ·	24	·	-24%
COC(=O)Cn1c(C(=O)N(C)C)cc2c1C[C@H]1CN(C(=O)c3ccccc3)[C@@](Cc3ccc(OC)cc3)(C(=O)OC)[C@@H]21
 : ·	·	-1%	-1%
CCn1cc(C(=O)NCCCN2CC(C)CC(C)C2)c2cc(OC)c(OC)cc2c1=O (stereo not drawn)
 : 9	-1	9%[2.29 µM]	-2%
CCN(CC)CCOc1ccc(Br)cc1
 : 15	-24	·	2%
O=[N+]([O-])c1ccc(N2CCOCC2)cc1SCc1ccco1
 : ·	2	·	-4%
Cc1onc(-c2ccccc2)c1C(=O)Nc1nc(-c2ccccc2)cs1
 : -1	21	2%	-2%
Cc1ccc2nsnc2c1NC(=O)c1sc2ccccc2c1Cl
 : ·	?	·	-1%
O=C(c1cccn(Cc2ccc(Cl)c(Cl)c2)c1=O)N1CCOCC1
 : 4	?	1%	1%
O=C(NCCC1=CCCCC1)N[C@@H](Cc1ccccc1)C(=O)O
 : 3	-8	-3%	-6%
Cn1cccc1/C=C1\SC(=S)N(NC(=O)c2ccccc2)C1=O
 : ·	82	·	-17%
COc1ccc(CCNc2cc(C)nc3c(-c4ccc(Cl)cc4)cnn23)cc1OC
 : ·	3	·	-3%
CC(C)COc1ccc(-c2cc(C(=O)NN)[nH]n2)cc1
 : 3	6	·	-2%
Cc1cc(-n2c(C)cc(C(=O)CSc3nnnn3-c3ccccc3)c2C)no1
 : 6	-16	5%	-7%
Cc1noc(C)c1C(=O)N1CCc2ccccc2C1
 : -3	9	5%	0%
O=C(CCS(=O)(=O)Cc1ccccc1F)N1CCc2ccccc2C1
 : -9	52	-1%	-3%
Nc1ccc2oc(-c3ccccn3)nc2c1
 : -8	321	·	-1%
Nc1ncnc2c1ncn2[C@@H]1O[C@@H](CO)[C@H](O)[C@@H]1O
 : -1	·	-6%	2%
CCC(C)(C)NC(=O)C(c1ccc(C)cc1)N(CC1CCCO1)C(=O)CNC(=O)c1cccs1 (stereo not drawn)
 : 9[1.84 µM]	?	3%[11.4 µM]	1%
COc1ccc(CCNC(=O)CSc2nnc(-c3cccc(C)c3)o2)cc1OC
 : 3	-18	3%	-4%
Cc1cccc(CN2CCNC2=O)c1
 : 1	-4	2%	-1%
COc1ccc(N2CCN(C(c3ccccc3)c3nnnn3Cc3ccc(F)cc3)CC2)cc1 (stereo not drawn)
 : ?	3	-1%	-1%
CCOC(=O)c1c(CN2CCCCC2)n(C)c2cc(Br)c(O)cc12
 : 5	14	16%	11%
CCOC(=O)C1CCCN(C(=O)C(C)Oc2ccc(Cl)cc2Cl)C1 (stereo not drawn)
 : -5	13	1%	-7%
Cc1ccc(C)c(N2CCN(CC(=O)Nc3ccc([N+](=O)[O-])cc3C(=O)Nc3ccccc3F)CC2)c1
 : 9	123	2%	-1%
NS(=O)(=O)c1ccc(CCNC(=O)COC(=O)CCSc2ccc(Cl)cc2)cc1
 : ·	29	·	3%
CCOC(=O)c1cc(CC)sc1NC(=O)Cc1ccsc1
 : 0	?	5%	-4%
CCOc1ccc(OCCCCNCCN)cc1
 : -2	33	18%	5%
CC(C)(C)OC(=O)C(Cc1ccc(OC(C)(C)C)cc1)NC(=O)CNC(=O)OCc1ccccc1 (stereo not drawn)
 : ·	-10	·	-4%
O=C(Nc1ccccc1-c1nnn(CC(=O)N2CCCc3ccccc32)n1)c1ccc(Cl)cc1
 : -1	216	·	8%
COc1ccc(CN(Cc2cc3ccc(C)cc3[nH]c2=O)Cc2nnnn2C2CCCC2)cc1
 : 11	?	29%	-26%
COc1ccc(N2C(=O)C(CC(=O)O)S/C2=C\C(C)=O)cc1 (stereo not drawn)
 : 6	35	8%	0%
COc1ccc(Cc2nnc(SCC(=O)Nc3nc(C)cs3)o2)cc1
 : -8	-12	4%	-6%
COC(=O)C1CCN(C(=O)COC(=O)CCc2nc3ccccc3c(=O)[nH]2)CC1
 : ·	?	·	0%
O=c1[nH][nH]c2nc(C(F)(F)F)cc(C(F)(F)F)c12
 : -13	4	7%	-2%
COc1cc(C)ccc1OCCOCCOc1ccccc1[N+](=O)[O-]
 : ·	2	·	-3%
CS(=O)(=O)c1ccc2nc(NC(=O)C3C4C=CC(C4)C3C(=O)O)sc2c1 (stereo not drawn)
 : 5	6	-1%	2%
CCNc1nc(SC)nc(N(C#N)CC(=O)OC)n1
 : 0	-5	-6%	0%
Cc1ccccc1NC(=S)NCc1ccc(Cl)cc1
 : ·	42	·	?
Cc1cccc(OCC(=O)N/N=C/c2cc([N+](=O)[O-])ccc2N2CCOCC2)c1
 : ·	-2	·	-2%
O=C(NNS(=O)(=O)c1ccccc1)c1ccc(O)cc1
 : ·	-29	·	-2%
C=CCNC(=O)c1ccc(C)cc1Cl
 : 5	11	17%	7%
COC(=O)c1ccc(COC(=O)c2ccccn2)cc1
 : 0	22	0%	1%
O=C(CCSc1ccccc1Cl)Nc1cccc([N+](=O)[O-])c1
 : ·	19	·	-5%
NS(=O)(=O)c1ccc(Cc2ncc(C(F)(F)F)cc2Cl)s1
 : 2	11	-2%	-3%
COc1ccccc1CNC(=O)[C@@H]1CCCN1C(=O)C1CCN(S(=O)(=O)c2ccc(C)cc2)CC1
 : -1	12	14%	-10%
c1ccc(COc2ccc(OCCOCCn3cncn3)cc2)cc1
 : 5	?	2%[2.29 µM]	-5%
COC(=O)c1ccc(NC(=O)c2cn(-c3cccc(C)n3)cn2)cc1
 : 2	18	14%	-1%
C=CCn1c(Cc2cccs2)nnc1SCC(=O)Nc1cc(OC)cc(OC)c1
 : 0	16	-6%	0%

# Later entries:
# Screens in order: IMPase inh	PNC inhibitor	15-hLO-2 inh	ALOX12 inhib
Cc1ccc(Oc2ncc(CN3CCOCC3)s2)cc1
 : -1	3	-2%	0%
O=C(NN=C1CCC(c2ccccc2)CC1)c1cc2c(s1)CCCC2 (stereo not drawn)
 : 23	-6	·	-1%
CN(C)/C=C(/C(=O)c1ccc(Cl)cc1Cl)S(=O)(=O)c1ccc(Cl)cc1
 : 4	-15	16%	1%
Cc1cccc(C)c1NC(=O)COn1nnc2ccc(C(F)(F)F)cc21
 : ·	14	·	-4%
CCOC(=O)/C=c1\s/c(=C\c2c(OCC)ccc3ccccc23)c(=O)n1CC(=O)NCC1CCCO1 (stereo not drawn)
 : 4	-3	-9%	-4%
COc1ccc(CN2CCn3ncc(C(=O)Nc4ccccc4)c3C2=O)cc1
 : 8	5	1%	-9%
COc1ccc(OCCN2C(=O)NC3(CCc4ccccc4C3)C2=O)cc1 (stereo not drawn)
 : ·	55	·	4%
COCCNC(=S)N/N=C(\C)c1ccccc1O
 : ·	?	·	-3%
CCN(CC)CCOC(=O)c1cccc(Br)c1
 : 6	23	7%	-1%
Cn1cc(C=O)c2cc(S(=O)(=O)N3CCOCC3)ccc21
 : ·	26	·	-4%
CCOC(=O)c1c(C)c(C(=O)N2CCN(c3cccc(Cl)c3)CC2)c(C)n1C
 : -20	15	-4%	-3%
O=C(CC12CC3CC(CC(C3)C1)C2)NCC(=O)N1CCCC1
 : -1	53	3%	2%
CCOC(=O)c1sc2nc(N3CCOCC3)c3c(c2c1N)CC(C)(C)N(C)C3
 : -9	-18	38%[activator]	3%
Oc1cccc2ccc[n+](CC(O)Cn3c4ccccc4c4ccccc43)c12 (stereo not drawn)
 : 17	-25	·	0%
O=C(COC(=O)c1ccccc1C(=O)c1ccc(Cl)cc1)NCc1ccccc1
 : 10	21	·	-7%
COc1ccc(C(=O)NCC(c2ccc(F)cc2)N2CCOCC2)cc1S(=O)(=O)N1CCCC1 (stereo not drawn)
 : 1	7	-5%	0%
CC(=O)c1c(N2CCN(Cc3ccccc3)CC2)nc(=S)n(Cc2ccccc2)c1C
 : ·	?	·	1%
Cc1ccc(C(=O)Nc2cccc(C(=O)NCc3ccccc3)c2)o1
 : -1	-10	3%	4%
COc1ccc(Nc2nnc(-c3ccc(N4CCOCC4)c([N+](=O)[O-])c3)c3ccccc23)cc1
 : 3	31	-10%	0%
CC1Cc2ccccc2N1C(=O)Cn1cnc2ccccc2c1=O (stereo not drawn)
 : -2	-80*	2%	1%
CCn1c(SCC(=O)N2c3ccccc3CCc3ccccc32)nnc1-c1ccc(OC)cc1
 : -14	?	·	1%
Cc1cc(=O)oc2cc3c(cc12)OCCO3
 : 10	-16	-3%	3%
COCCn1c(C)cc(C(=O)COC(=O)c2ccc(N3CCCC3=O)cc2)c1C
 : 0	?	-9%	-8%
COc1ccccc1-c1cc(C(=O)Nc2cc(C)nn2-c2ccccc2)no1
 : 13	-129*	-2%	2%
COCCn1c(C)nc2oc3ccc(Br)cc3c(=O)c2c1=O
 : -5	10	-7%	-14%
O=C(NC1=NC2CCCCC2N1)c1ccccc1 (stereo not drawn)
 : 12	?	7%	-1%
O=C(OCc1ccc2c(c1)OCO2)c1ccc(S(=O)(=O)N2CCCCC2)cc1
 : 0	?	3%	3%
COc1ccc(NC(=O)Cn2c(=O)n(-c3ccc(OC)cc3OC)c(=O)c3c(C)c(C)sc32)cc1
 : -4	?	·	-4%
Cc1ccc(-c2nnc(SCC(=O)Nc3cccc(C(=O)N4CCOCC4)c3)n2C)cc1
 : ·	36	·	-1%
CC(CC(=O)N1CCN(c2ccccc2)CC1)c1ccccc1 (stereo not drawn)
 : ·	-11	·	-5%

# 3 entries from above, arranged by number of heavy atoms, rising.
# Screens in order: IMPase inh	PNC inhibitor	15-hLO-2 inh	ALOX12 inhib
Cc1cccc(CN2CCNC2=O)c1
 : 1	-4	2%	-1%
CCOC(=O)C1CCCN(C(=O)C(C)Oc2ccc(Cl)cc2Cl)C1 (stereo not drawn)
 : -5	13	1%	-7%
Cc1cccc(OCC(=O)N/N=C/c2cc([N+](=O)[O-])ccc2N2CCOCC2)c1
 : ·	-2	·	-2%

# Other results follow.
# Screens in order: IMPase inh	PNC inhibitor	15-hLO-2 inh	ALOX12 inhib
CC(C)CC(c1nnnn1CC1CCCO1)N1CCN(c2cccc(Cl)c2)CC1 (stereo not drawn)
 : -1	348	·	10%
CCOc1cc(C(=O)NC(C)CC)cc(OCC)c1OCC (stereo not drawn)
 : ?	0	-2%	-2%
Cc1cccc(C)c1OCC(O)Cn1c2ccccc2c2ccccc21 (stereo not drawn)
 : 2	?	7%	-13%
O=C(COC(=O)CCCSc1nc2ccccc2[nH]1)Nc1ccc(Cl)cc1
 : -4	35	·	-4%

# Source: PubChem (National Center for Advancing Translational Sciences (NCATS))
